# High-throughput results as filed in PubChem.
# DUSP3 inh = VHR1 phosphatase inhibitors, primary screen, biochemical, absorbance, uHTS; 290,000 compounds, 0.52% hits; Dual specificity protein phosphatase 3 (Homo sapiens), P51452; recombinant VHR phosphatase, pNPP absorbance; inhibition, % at 13.3 µM; AID 1654, 2009; in the data active = inhibition above about 50%; also: some compounds called inactive have numbers as strong as hits
# Target sequence (P51452 whole entry, looked up): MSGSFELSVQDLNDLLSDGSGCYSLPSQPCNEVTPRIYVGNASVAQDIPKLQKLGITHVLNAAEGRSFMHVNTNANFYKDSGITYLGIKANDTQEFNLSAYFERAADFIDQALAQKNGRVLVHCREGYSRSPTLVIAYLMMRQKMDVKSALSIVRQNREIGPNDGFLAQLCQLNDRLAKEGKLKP
# CCHF vOTU inh = CCHFV vOTU protease inhibitors, primary screen, biochemical, Pep-AMC substrate, fluorescence. 370,000 compounds, 0.55% hits. Crimean-Congo hemorrhagic fever virus L polyprotein viral ovarian tumor (vOTU) protease …. AID 651958, 2012. inhibition, % at 11.5 µM; in the data active = inhibition above about 30%; also: 0% = vehicle wells with enzyme and 100% = no enzyme wells
# Vc quorum ag = inducers of Vibrio cholerae quorum light production without autoinducers, primary screen, BH1578 luxS cqsA deficient, single point; V. cholerae BH1578 lux reporter, luminescence, 6 h; activation, % at 18.7 µM; 350,000 compounds, 0.16% hits; in the data active = activation mostly above about 9.7%, no sharp cut-off; also: not every result past the cut was called active; inactives centre near 0; reference of the scale not given here
# Rv3671c protease = Rv3671c serine protease inhibitors, primary screen, biochemical, fluorescence polarization, M. tuberculosis H37Rv; 320,000 compounds, 0.048% hits; inhibition, % at 5.96 µM; AID 2606, 2010; in the data active = inhibition above about 38%;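 also: extracellular domain of Rv3671c used as enzyme; 0% = enzyme with DMSO and 100% = no enzyme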
# Target sequence (P9WHR9 whole entry, looked up, the tested form may be a part): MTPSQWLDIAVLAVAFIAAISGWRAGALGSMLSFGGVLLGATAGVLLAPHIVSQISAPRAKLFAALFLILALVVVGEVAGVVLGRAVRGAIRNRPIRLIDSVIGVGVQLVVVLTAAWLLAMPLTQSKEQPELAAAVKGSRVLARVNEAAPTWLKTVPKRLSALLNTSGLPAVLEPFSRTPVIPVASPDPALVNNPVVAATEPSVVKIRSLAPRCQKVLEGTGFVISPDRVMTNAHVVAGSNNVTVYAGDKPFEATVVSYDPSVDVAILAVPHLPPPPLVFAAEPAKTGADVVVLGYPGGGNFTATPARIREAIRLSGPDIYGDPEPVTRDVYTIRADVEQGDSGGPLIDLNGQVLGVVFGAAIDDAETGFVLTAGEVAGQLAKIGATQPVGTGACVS
# TcdB inh = TcdB glycohydrolase inhibitors, primary screen, biochemical, single point, plate reader; Toxin B (Clostridioides difficile), P18177; TcdB glycohydrolase enzymatic assay; 350,000 compounds, 0.24% hits; inhibition, % at 9.99 µM; in the data active = inhibition above about 10%
# SSB-PriA inh = inhibitors of Klebsiella pneumoniae PriA binding to SSB C-terminal tail, primary screen, biochemical, AlphaScreen; 430,000 compounds, 0.6% hits; inhibition, % at 33 µM; AlphaScreen SSBct-PriA binding, biotinylated peptide; AID 1272365, 2023; PriA–SSB C-terminal tail interaction (Klebsiella pneumoniae); in the data active = inhibition mostly above about 37%, no sharp cut-off; inactive = mostly below about 20%;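 also: plate controls were negative control peptide for no effect and reference peptide for full effect; strong numbers were not always called active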
# SARS 3CLpro inh = SARS-CoV 3CLpro protease inhibitors, primary screen, biochemical, quenched FRET. Replicase polyprotein 1ab (Severe acute respiratory syndrome coronavirus), P0C6X7. inhibition, % at 6 µM. recombinant SARS-CoV 3CLpro, quenched FRET peptide cleavage. 290,000 compounds, 0.14% hits; in the data active = inhibition above about 12%
# Y pestis TopoI = Yersinia pestis topoisomerase I inhibitors, primary screen, biochemical, cleavage product accumulation, plate reader, single point | AID 504884, 2011 | 360,000 compounds, 0.064% hits | Y. pestis Topo-I cleavage product accumulation | activity, % at 10 µM; in the data active = activity above about 50%, passing the limit was not always enough; also: inactives centre near 2
# MazF activator = activators of E. coli MazEF toxin-antitoxin RNase, primary screen, biochemical, fluorescence, uHTS; 350,000 compounds, 0.32% hits; FAM/BHQ RNA-DNA oligo cleavage fluorescence, 5 h; activation, % at 20 µM; Endoribonuclease toxin MazF (Escherichia coli (strain K12)), P0AE70; in the data active = activation above about 50%
# Target sequence (P0AE70 whole entry, looked up): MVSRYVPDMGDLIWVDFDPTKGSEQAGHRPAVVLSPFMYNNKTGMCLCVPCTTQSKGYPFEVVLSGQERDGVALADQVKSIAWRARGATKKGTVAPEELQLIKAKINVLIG
# PrPC TRFRET = inhibitors of human cell surface prion protein PrPC, primary screen, cell-based, TR-FRET | AID 720596, 2013 | inhibition, % at 13.8 µM | TR-FRET read-out | 370,000 compounds, 0.43% hits; in the data active = inhibition above about 24%; also: 0% = median of the test wells and 100% = reference compound wells
# * hit, by the source's call; i = inactive; . = no result given; & = joins results of further samples. An excerpt; the hit share may differ from the screen's.
SMILES,DUSP3 inh,CCHF vOTU inh,Vc quorum ag,Rv3671c protease,TcdB inh,SSB-PriA inh,SARS 3CLpro inh,Y pestis TopoI,MazF activator,PrPC TRFRET
O=C1C(Cl)=C(NCC2CCCO2)C(=O)N1CCc1ccccc1 (stereo unspecified),9,5,-0.4,-5,.,-16,-7,4,-4,-6
Cn1c2c(c(=O)n(C)c1=O)CN(CCCN1CCOCC1)CN2,-2,-1,i,-3,.,-6,-1,6,0,-4
COc1ccc(/C=N/NC(=O)c2cc(C(C)(C)C)[nH]n2)cc1COc1ccc(F)cc1F,-6,12,-0.3,-42,1.5,.,1,8,-11,12
O=c1c2cnn(-c3ccccc3)c2nnn1Cc1ccccn1,17,7,i,11,.,-2,4,8,-3,-10
COc1ccc(OC)c(/C(O)=C/C(=O)C(=O)Nc2cc(C)ccc2OC)c1,20,-17,5.0,3,.,.,7,-8,-7,0
CCOC(=O)c1sc(NC(=O)C(OC(C)=O)c2ccccc2)nc1C (stereo unspecified),-3,-3,-0.4,3,.,-2,-5,4,0,-2
O=C(COc1ccccc1)c1cn(Cc2ccccc2)c2ccccc12,12,2,-0.3,-25,.,-7,-1,6,-80,-4
CC(=O)N1CC=CC1(CC(C)C)C(=O)NCCN1CCOCC1 (stereo unspecified),28,2,0.6,7,0.5,-14,-5,3,-1,-6
N/C(=N\OC(=O)CC(c1ccccc1)c1ccccc1)c1cccnc1,38,5,1.3,1,5.1,.,4,-3,-17,7
O=C(COC(=O)CNC(=O)C12CC3CC(CC(C3)C1)C2)Nc1ccccc1,-6,3,-0.8,0,.,-28,-6,-3,3,0
O=C(COC(=O)CC1CC2CCC1C2)Nc1cc([N+](=O)[O-])ccc1F (stereo unspecified),20,13,-0.2,-4,-0.6,-1,1,7,-3,-1
COc1ccc(NC(=O)COc2ccccc2)c(OC)c1,15,20,i,-3,.,-7,-1,6,2,1
N/C(=N\OC(=O)c1cccc(Cl)c1)c1ccncc1,10,-2,-0.3,-6,0.2,.,-2,3,-10,-7
Cc1ccc(C(=O)N2CCN(c3ccc(NC(=O)c4ccc(Br)o4)cc3)CC2)cc1,7,5,-7.9,1,.,16,3,9,8,5
COc1ccc(Cl)cc1NC(=O)NC(C)C(C)(C)C (stereo unspecified),-8,2,-0.6,6,0.4,-12,5,-5,1,14
CNC1(c2ccccc2Cl)CCCCC1=O (stereo unspecified),.,2,-0.2,.,0.5,-7,.,1,-1,4
Cc1c(Cl)cccc1NC(=O)NNC(=O)CCc1ccccc1,-19,15,-1.8,-6,0.5,-25,-4,-6,5,0
CCOc1ccc(S(=O)(=O)NN2Cc3ccccc3C2=N)cc1,-6,2,.,3,1.3,-15,2,2,5,5
COc1ccc(S(=O)(=O)/C(C#N)=C/Nc2cccc(F)c2)cc1,5,0,-0.6,-5,0.8,-9,-2,6,12,6
Cc1ccc(S(=O)(=O)Nc2ccc(S(=O)(=O)Nc3cc(C)nc(C)n3)cc2)cc1,22,9,1.9,-2,-2.1,-6,4,3,7,2
COc1ccc(OC(C)C(=O)NCc2cccnc2)cc1 (stereo unspecified),-8,4,-1.3,4,.,-13,0,-9,-7,3
CCOC(=O)C1CCN(c2c(Nc3ccc(C)c(C)c3)c(=O)c2=O)CC1,0,1,-0.4,2,-0.7,-1,2,4,3,-8
COc1ccccc1CNC(=S)NCCc1ccccc1,-2,-12,-0.5,-5,0.4,0,2,-2,-4,3
CC(=O)Oc1ccccc1-n1c(C)nc(=O)c(-c2ccccc2)c1C,5,-8,i,10,1.1,0,3,-3,2,3
NC(=S)NC1CC2CC1C1C=CCC21 (stereo unspecified),14,-13,-0.4,-7,0.0,-4,6,0,3,-3
# Additional results
SMILES,DUSP3 inh,CCHF vOTU inh,Vc quorum ag,Rv3671c protease,TcdB inh,SSB-PriA inh,SARS 3CLpro inh,Y pestis TopoI,MazF activator,PrPC TRFRET
O=C(COc1ccccc1)NCc1nnc(SCC(=O)Nc2nccs2)n1-c1ccccc1,38,-3,-1.6,-4,0.0,-6,1,21,9,1
O=C(Cn1cnc2ccccc2c1=O)Nc1ccc(S(=O)(=O)N2CCOCC2)cc1,16,-1,-0.8,11,1.0,-9,5,-7,-1,-1
CCN1/C(=C2\C(=O)N(C)C(=S)N2C)C=Cc2ccccc21,39,12,i,-5,-0.2,-4,3,-3,4,-47
CCOC(=O)C1C(=O)C=C(c2ccc(Br)cc2)CC1c1ccco1 (stereo unspecified),16,-1,i,-5,.,-11,-3,13,-4,-2
COc1ccc(/C=C/C(=O)c2ccccc2)cc1COc1ccc(F)cc1,11,12,0.5,-10,1.3,-8,-2,31,-5,-3
COc1ccccc1CNC(=O)Cc1c[nH]c2ccccc12,2,-11,i,10,0.8,3,-6,3,8,-4
Cc1cc(OCC(=O)N2CCN(CC(=O)N3CCOCC3)CC2)c(C(C)C)cc1Cl,.,8,i,-1,-0.3,-10,.,21,0,2
CC(=O)Oc1ccc(C(=O)Nc2cc(C)on2)cc1,5,6,-4.1,3,-0.8,-23,0,-2,0,5
N#C/C(=C1/C(=O)Nc2ccc(Br)cc21)c1ccccn1,13,1,-0.2,0,-0.1,5,2,-7,1,-6
Cc1cccc(C2c3[nH]c4ccccc4c3CCN2Cc2cnn(-c3ccc(F)cc3)c2)n1 (stereo unspecified),3,-4,-0.4,-1,.,12,-2,-5,-6,4
Clc1ccc(C(c2ccccc2Cl)C(Cl)Cl)cc1 (stereo unspecified),.,1,-0.3,-4,0.6,-30,.,-7,7,-1
NC(=O)CSc1nc2ccccc2n1-c1ccccc1,-9,-14,4.8,-9,2.0,-3,-2,14,0,-8
CC(=O)c1ccc(N2CCN(C(=O)c3ccc(Cl)c(S(=O)(=O)NC4CC4)c3)CC2)c(F)c1,.,17,2.1,.,-1.4,-10,.,13,7,-2
COc1ccccc1/C=C/C(=O)Nc1nc(N)n(-c2ccccc2)n1,4,2,1.4,-13,-0.3,2,0,-2,7,-3
COc1cc(C)c(-c2nc(CN3C[C@@H]4C[C@@H](C3)c3cccc(=O)n3C4)c(C)o2)cc1C,35,13,-0.3,-18,2.2,.,-3,32,-1,3
CN1C(=O)CC(n2c(CO)nc3ccccc32)C1=O (stereo unspecified),6,7,i,5,.,-4,-8,0,7,3
CCC(=O)N1c2ccc(S(=O)(=O)CCC(=O)NCCC3=CCCCC3)cc2CC1C (stereo unspecified),30,7,.,2,.,-29,3,3,-3,9
CCn1cc(CNC(=O)/C=C/c2ccc([N+](=O)[O-])cc2)c(C)n1,31,5,i,1,.,-22,-5,3,9,-57
CC1=NN(c2ccc(Cl)c(C(=O)O)c2)C(=O)C1,13,16,-0.3,-210,-2.7,-13,1,0,-2,-4
NC(=O)c1ccc(NC(=S)NCc2ccco2)cc1,2,3,0.0,5,-2.0,-8,0,-9,2,1
COc1cccc(S(=O)(=O)NCc2ccc(C(=O)N3CCN(c4ccccc4OC)CC3)cc2)c1,21,-6,-0.3,-7,-0.1,-6&-1,-1,18,.,-1
CCCCN1C(=O)NC(=O)/C(=C/c2cnc(SC)nc2)C1=O,30,6,3.2,-1,.,-7,4,0,2,5
CCCNC(=O)c1onc(CSc2ccc(F)cc2)c1C(=O)NCCOC,.,-3,i,1,0.1,-5,.,7,3,-3
S=C(NCC1CCCO1)Nc1cc(Cl)c(Cl)cc1Cl (stereo unspecified),24,10,-2.0,-3,-0.1,-6,3,-4,-22,12
COC(=O)C1=C(c2cccc(OCc3ccccc3)c2)C[C@@H]2CC[C@H]1N2C(=O)NCc1cccc(C(F)(F)F)c1,.,7,-1.6,-19,5.2,-13,.,37,-2,11
# (continued)
SMILES,DUSP3 inh,CCHF vOTU inh,Vc quorum ag,Rv3671c protease,TcdB inh,SSB-PriA inh,SARS 3CLpro inh,Y pestis TopoI,MazF activator,PrPC TRFRET
CC(=O)NNS(=O)(=O)c1scc(S(=O)(=O)c2ccc(Cl)cc2)c1C,20,0,-0.8,3,0.6,-8,-3,-1,17,-3
c1cncc(-c2nnc3n2N=C(c2cccs2)CS3)c1,6,15,-4.3,9,.,-10,-1,7,-2,-8
Cc1ccc(OCCn2c(CCCO)nc3ccccc32)cc1,-21,2,3.2,6,.,-2,1,15,1,-3
CCN(CC)CCCN1C=C2C(=O)C(C)(OC(=O)C3CCCC3)C(=O)C=C2C=C1c1ccsc1 (stereo unspecified),0,9,-0.4,-10,-2.4,-38,.,5,-10,-15
Cc1ccc(-n2c(C)cc(/C=C3/C(=O)NC(=O)N(C)C3=O)c2C)cc1,-1,-8,i,3,0.2,-4,2,1,16,3
CCN(CC)S(=O)(=O)c1ccc(C)c(NC(=O)CNCc2ccccc2OC)c1,4,-13,0.9,3,0.0,-4,-2,2,2,-1
O=C(NC1CCN(C(=O)NCc2ccccc2)CC1)c1ccccc1,-4,14,-0.2,3,0.7,-12,2,-3,-1,4
COc1ccc(NC(=O)CN(c2ccc(OC)cc2)S(=O)(=O)c2c(C)nn(C)c2C)cc1,-20,-2,-3.4,2,0.7,6,1,-9,-7,-3
Cn1cncc1C#Cc1c(C=O)[nH]c2ccccc12,.,-10,i,-1,-0.8,4,.,7,5,1
CC(C)Cc1nnc(NC(=O)CCC(=O)N2CC(C)CC(C)C2)s1 (stereo unspecified),5,4,i,9,1.7,-18,-3,-5,-9,-5
Cc1ccsc1C(=O)OCC(=O)c1cc2ccccc2o1,10,1,i,-8,.,-67,8,-1,-6,-4
O=C(N/N=C/c1cccnc1)C1CCCN(S(=O)(=O)c2ccccc2)C1 (stereo unspecified),11,18,-2.8,1,.,.,-8,3,-2,9
NC(=O)c1oc2ccccc2c1NC(=O)c1nc2ccccc2s1,11,4,i,-15,.,2,4,-7,10,-7
Cc1ccc(NC(=O)c2ccc([N+](=O)[O-])o2)cc1S(=O)(=O)N1CCOCC1,23,18,0.5,7,0.2,-18,-1,-3,-10,12
O=C(Nc1ccccc1)O/N=C1\CCCCC1c1ccc([N+](=O)[O-])cc1[N+](=O)[O-] (stereo unspecified),23,4,i,0,.,.,0,-5,9,-19
FC(F)(F)c1ccc2nnc(-c3c(Cl)cccc3Cl)n2c1,9,-11,-0.3,-3,.,-8,6,6,3,-6
COc1ccc(NC(=O)CN(C)S(=O)(=O)c2cccc3cccnc23)cc1,32,-10,0.3,-3,1.6,0,-3,-1,2,4
COc1cc(-c2nc(CN3CCN(CC(C)C)C(=O)[C@@H]3C)c(C)o2)ccc1F,0,11,-0.2,10,1.5,-1,0,-2,-4,6
CCc1ccc2c(c1)/C(=C/C(=O)c1cccs1)C(=O)N2,18,-6,-0.2,8,.,2,0,-13,3,-3

# Just SSB-PriA inh and TcdB inh (6 entries from above):
SMILES	SSB-PriA inh	TcdB inh
Cc1ccc(OCCn2c(CCCO)nc3ccccc32)cc1	-2	.
CCN(CC)CCCN1C=C2C(=O)C(C)(OC(=O)C3CCCC3)C(=O)C=C2C=C1c1ccsc1 (stereo unspecified)	-38	-2.4
Cc1ccc(-n2c(C)cc(/C=C3/C(=O)NC(=O)N(C)C3=O)c2C)cc1	-4	0.2
CCN(CC)S(=O)(=O)c1ccc(C)c(NC(=O)CNCc2ccccc2OC)c1	-4	0.0
O=C(NC1CCN(C(=O)NCc2ccccc2)CC1)c1ccccc1	-12	0.7
COc1ccc(NC(=O)CN(c2ccc(OC)cc2)S(=O)(=O)c2c(C)nn(C)c2C)cc1	6	0.7

# As entered above:
# O=C(NC1CCN(C(=O)NCc2ccccc2)CC1)c1ccccc1 in Vc quorum ag is entered as -0.2
# c1cncc(-c2nnc3n2N=C(c2cccs2)CS3)c1 in Y pestis TopoI is entered as 7
